Screening results deposited in PubChem by National Center for Advancing Translational Sciences (NCATS).
HTT aggregate = qHTS Multiplex Assay to Identify Dual Action Probes in a Cell Model of Huntington: Aggregate Formation (GFP); AID 1688, 2009; PC12 HttQ103-GFP aggregates, Acumen cytometry, 40 h; Potency, µM (doses to about 46.1 µM), inactives show top-dose activity change, negative = inhibition, most hits filed as inhibitors; 220,000 compounds, 1.1% hits; further: potency means the concentration at half of the fitted maximal effect; on the % scale 0 is the no-effect control and ±100 the full control effect; nearly all actives have a fitted effect of over 60% in size
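PC12/HTTQ103-GFP, ecdysone-inducible; teb 100 nM; cpd qHTS titration; GFP aggregates read on laser cytometer, Ex 488/Em 500-530 nm.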
HTT ATP protect = qHTS Multiplex Assay to Identify Dual Action Probes in a Cell Model of Huntington: Cytoprotection (ATP) | PC12 HTT-Q103 induced, cytoprotection, ATP luminescence, 40 h | 230,000 compounds, 0.14% hits | Potency, µM (highest dose often 56.4 µM), without a hit: cytoprotection (ATP increase), usual class: activators;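 further: potency means the concentration at half of the fitted maximal effect; % of control where 0% means no effect; nearly all actives have a fitted effect of over 45% in size; toxic huntingtin expression switched on by the ecdysone agonist tebufenozide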
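PC12 cells stably carrying ecdysone-inducible Htt exon 1 (Q103)–GFP were induced with 100 nM tebufenozide (final) alongside library compounds in a dose series. Cytoprotection was scored as retained ATP by ATPlite luminescence.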
Lamin A splicing = qHTS Assay for Modulators of Lamin A Splicing. HeLa LMNA splicing GFP/RFP minigene ratio, 48 h. Potency, µM (doses to about 46.1 µM), for inactives: at the highest dose ratio change, negative = inhibition, hits mostly inhibitors. 200,000 compounds, 0.01% hits. AID 1487, 2009; active means well fitted inhibition curve with a large enough effect in the signal ratio, with a control signal flat, not every such curve was filed as active; inconclusive means small, poorly fitted or top-dose-only effect, or effect the other way, or a change in a side signal; the % refers to the signal ratio; further: potency means the concentration at half of the fitted maximal effect; on the % scale 0 is the no-effect control and ±100 the full control effect
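S3 HeLa stable clones carrying a lamin A-EGFP splicing minigene plus DsRed2 were seeded at 600 cells/well in Opti-MEM with 2% FBS, pin-dosed and incubated 48 h at 37°C. Acumen cytometry (488 nm) gave the GFP/RFP total-intensity ratio.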
CBFb RUNX1 block = qHTS Assay for Compounds Blocking the Interaction Between CBF-beta and RUNX1 for the Treatment of Acute Myeloid Leukemia; Runt-related transcription factor 1 (Homo sapiens) + Core-binding factor subunit beta …; AlphaScreen CBFb-His/RUNX1-biotin binding, biochemical; Potency, µM (series often up to 59.8 µM), without a hit: at the top dose activity, negative = inhibition, usual class: inhibitors; 230,000 tested, under 10 active; AID 1477, 2009; further: % of control where 0% means no effect
Target sequence (Q01196 whole entry, looked up): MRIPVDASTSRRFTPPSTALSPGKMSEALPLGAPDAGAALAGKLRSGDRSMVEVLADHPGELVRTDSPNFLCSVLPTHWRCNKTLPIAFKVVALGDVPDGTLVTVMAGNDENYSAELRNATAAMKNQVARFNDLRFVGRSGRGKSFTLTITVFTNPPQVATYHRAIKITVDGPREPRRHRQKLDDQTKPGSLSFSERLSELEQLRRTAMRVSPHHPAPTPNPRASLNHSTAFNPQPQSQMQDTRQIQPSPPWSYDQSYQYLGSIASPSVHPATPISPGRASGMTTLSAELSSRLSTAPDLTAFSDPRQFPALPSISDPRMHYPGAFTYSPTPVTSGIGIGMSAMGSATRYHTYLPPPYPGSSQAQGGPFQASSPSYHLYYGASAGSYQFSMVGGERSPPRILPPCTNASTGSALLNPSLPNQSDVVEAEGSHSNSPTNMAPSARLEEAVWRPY
Target sequence (Q13951 whole entry, looked up): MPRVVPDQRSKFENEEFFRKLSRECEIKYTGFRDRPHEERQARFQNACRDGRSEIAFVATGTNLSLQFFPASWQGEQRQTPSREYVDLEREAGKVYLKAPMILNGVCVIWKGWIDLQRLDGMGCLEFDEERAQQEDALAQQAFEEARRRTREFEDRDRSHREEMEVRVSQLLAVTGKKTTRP
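CBF-beta (His) and RUNX1 (biotin), 30 nM each; 20 min preassociation; + compound, 15 min; + beads 50 ng each (Ni, streptavidin), 90 min; RT; AlphaScreen read.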
GAA inh = qHTS Assay for Inhibitors of Human alpha-Glucosidase as a Potential Chaperone Treatment of Pompe Disease; Lysosomal alpha-glucosidase (Homo sapiens), P10253; purified human GAA, 4-MU-alpha-glucoside fluorescence; Potency, µM (top dose mostly 76.9 µM), for the others: at the highest dose activity change, negative = inhibition, most hits filed as inhibitors; 200,000 compounds, 0.005% hits;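 further: potency means the concentration at half of the fitted maximal effect; plate controls were uninhibited enzyme wells for no effect and no-enzyme background for full effect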
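Endpoint fluorogenic read: 20 min room-temperature reaction of 4 nM human alpha-glucosidase with 400 uM 4-methylumbelliferyl-alpha-D-pyranoside, pH 5.0, quenched with 1M NaOH/1M glycine pH 10. AC50 from Hill modeling.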
GAA glycogen = qHTS Assay for Inhibitors and Activators of Human alpha-Glucosidase Cleavage of Glycogen | 300,000 compounds, 0.38% hits | recombinant GAA, glycogen substrate, Amplex Red glucose oxidase fluorescence | AID 2100, 2009 | Potency, µM (doses to about 76.4 µM), without a hit: at the top dose activity change, negative = inhibition, most hits filed as inhibitors;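 further: potency means the concentration at half of the fitted maximal effect; 0% = full enzyme reaction and -100% = no-enzyme basal signal; the screen sought inhibitors and activators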
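Natural-substrate format: glycogen cleavage by 4 nM human enzyme, glucose read by Amplex Red coupling (Ex 573, Em 610 nm). Normalized to enzyme and no-enzyme controls.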
aGlu spleen mod = qHTS Assay for Inhibitors and Activators of Human alpha-Glucosidase From Spleen Homogenate; human spleen homogenate, 4-MU-alpha-glucoside fluorescence; Potency, µM (highest dose often 79.9 µM), without a hit: top-dose activity change, negative = inhibition, most hits filed as inhibitors; 240,000 compounds, 0.006% hits; AID 2112, 2009;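 further: potency means the concentration at half of the fitted maximal effect; 0% = enzyme with vehicle and -100% = no enzyme basal signal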
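AC50 values come from Hill-equation fits of concentration-response data, normalized to no-enzyme and full-activity controls. Enzyme source: 1 ug human spleen homogenate; 1 mM fluorogenic 4-MU glucoside, pH 5.0 citrate buffer, 37 C, 40 min.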
Numbers without * were called inactive; [ ] = another dose, or the depositor's remark. Unless noted, the call rests on the fitted dose curve; in most records, active means well fitted curve in the direction sought with a large enough effect; inconclusive means small, poorly fitted or top-dose-only effect, or another doubt; inactive means no such curve, though single readings can be large; an effect the other way counts as inactive or inconclusive. The order is random; 1.5% or so of the library scored in one or more.

What do the screens show for `CCCn1c(=O)[nH]c(=O)c2c1nc(-c1ccccc1OC(F)F)n2CCOC`?
HTT aggregate: 21.6%; HTT ATP protect: -9.6%; Lamin A splicing: -4.5%; CBFb RUNX1 block: 3.0%; GAA inh: -4.2%; GAA glycogen: -3.4%; aGlu spleen mod: -3.4%

What do the screens show for `CCOC(=O)C(=CNc1cc(C)nn1-c1ccc(C)cc1)C(=O)OCC`?
HTT aggregate: -4.4%; HTT ATP protect: inconclusive; Lamin A splicing: -9.8%; CBFb RUNX1 block: 4.3%; GAA inh: -0.2%; GAA glycogen: -0.8%; aGlu spleen mod: -4.9%

How did O=C(/C=C/c1ccccn1)c1cc(Cl)cc(Cl)c1O do in these assays?
HTT aggregate: 3.5%[9.22 µM]; HTT ATP protect: -1.5%[10 µM]; CBFb RUNX1 block: -11.7%; GAA glycogen: 5.2%; aGlu spleen mod: 3.0%

What do the screens show for `Cc1cc(C)c(NC(=O)C2c3ccccc3Oc3ccccc32)c(C)c1`?
HTT aggregate: -9.7%; HTT ATP protect: -0.3%[10 µM]; Lamin A splicing: -13.9%; CBFb RUNX1 block: -14.7%; GAA inh: -1.7%; GAA glycogen: 4.4%; aGlu spleen mod: -4.0%

Results for CCOC(=O)C1C(c2cccnc2)NC(=O)NC1(O)C(F)(F)F (stereo not drawn) ?
HTT aggregate: 15.2%; HTT ATP protect: 3.0%; Lamin A splicing: -10.0%[46 µM]; CBFb RUNX1 block: 13.9%; GAA inh: -0.6%; GAA glycogen: -4.9%; aGlu spleen mod: -1.0%

Results for CCS(=O)(=O)N1CCCC(C(=O)NC2CCCC2)C1 (stereo not drawn) ?
HTT aggregate: 8.6%; HTT ATP protect: -21.0%; Lamin A splicing: 0.2%; CBFb RUNX1 block: -1.9%; GAA inh: 4.3%; GAA glycogen: -7.5%; aGlu spleen mod: 2.3%

What do the screens show for `Cc1ccc([N+](=O)[O-])cc1NC(=O)C(C)N1CCCCC1` (stereo not drawn)?
HTT aggregate: -14.4%; HTT ATP protect: -30.9%; CBFb RUNX1 block: 6.4%; GAA inh: 0.1%; GAA glycogen: -29.4%; aGlu spleen mod: 0.9%

What do the screens show for `COC(=O)c1cccc(NS(C)(=O)=O)c1C`?
HTT aggregate: 12.5%; HTT ATP protect: 4.8%; Lamin A splicing: 12.0%; CBFb RUNX1 block: -2.8%; GAA inh: 1.0%; GAA glycogen: 17.1%; aGlu spleen mod: 4.0%

How did O=C1CSC(c2ccccn2)N1c1cccc(Cl)c1 (stereo not drawn) do in these assays?
HTT aggregate: 0.8%; HTT ATP protect: 1.8%; Lamin A splicing: 3.4%; CBFb RUNX1 block: 0.7%; GAA inh: 0.0%; GAA glycogen: -1.5%; aGlu spleen mod: -9.6%

What do the screens show for `COc1ccc(C(=O)O/N=C/c2ccc(S(=O)c3ccc(Cl)cc3)nc2)cc1` (stereo not drawn)?
HTT aggregate: 4.6%; HTT ATP protect: -16.6%; Lamin A splicing: -4.9%; CBFb RUNX1 block: 0.0%; GAA inh: 0.0%; GAA glycogen: 7.6%; aGlu spleen mod: -2.4%

How did COCCCNS(=O)(=O)c1ccc2c3c(cccc13)C(=O)S2 do in these assays?
HTT aggregate: inconclusive; HTT ATP protect: -11.7%[10 µM]; Lamin A splicing: -22.9%; CBFb RUNX1 block: 14.1%; GAA inh: -8.7%; GAA glycogen: -4.9%; aGlu spleen mod: -7.3%

What do the screens show for `Cn1ncc(Cl)c1C(=O)N/N=C/c1cccc(OC2CSC2)c1`?
HTT aggregate: -9.7%; Lamin A splicing: 3.5%; CBFb RUNX1 block: -4.6%; GAA inh: -3.0%; GAA glycogen: 1.9%; aGlu spleen mod: 4.1%

How did COc1ccc2c(CC(=O)OCC(=O)Nc3cccc(S(N)(=O)=O)c3)coc2c1 do in these assays?
HTT aggregate: -0.4%[9.22 µM]; HTT ATP protect: -7.4%[10 µM]; CBFb RUNX1 block: 12.0%; GAA glycogen: -0.4%; aGlu spleen mod: 1.2%

What do the screens show for `CCOc1cc(/C=N/NC(=O)NN(C)c2ncc(C(F)(F)F)cc2Cl)ccc1O`?
HTT aggregate: -9.9%; HTT ATP protect: -9.7%; CBFb RUNX1 block: -28.0%; GAA inh: inconclusive; GAA glycogen: inconclusive; aGlu spleen mod: -4.8%

What do the screens show for `CC(=O)N1C2(C=CC1(C)C(=O)NCc1ccccn1)CCCCC2` (stereo not drawn)?
HTT ATP protect: -60.0%[inhibitor]; CBFb RUNX1 block: -3.7%; aGlu spleen mod: -11.4%

Results for COc1ccc(C(=O)n2nc(-c3ccccc3)nc2N)cc1OC ?
HTT aggregate: -4.9%; HTT ATP protect: -15.2%[0.074 µM]; Lamin A splicing: 1.7%; CBFb RUNX1 block: 1.6%; GAA inh: -10.1%; GAA glycogen: -4.4%; aGlu spleen mod: -11.5%

How did O=C(NC(NC(=S)Nc1cc(Cl)ccc1Cl)C(Cl)(Cl)Cl)c1ccco1 (stereo not drawn) do in these assays?
HTT aggregate: inconclusive; HTT ATP protect: -53.5%[inhibitor]; Lamin A splicing: inconclusive; CBFb RUNX1 block: 1.7%; GAA inh: 4.5%; GAA glycogen: -5.9%; aGlu spleen mod: -14.9%

Results for C=CCNC(=O)c1ccccc1NS(=O)(=O)c1ccccc1 ?
HTT aggregate: -1.3%; HTT ATP protect: -2.9%; Lamin A splicing: 1.7%; CBFb RUNX1 block: 8.5%; GAA inh: -9.9%; GAA glycogen: -3.8%; aGlu spleen mod: -7.4%

Results for NC(=O)CC1C(=O)N(c2ccc(F)cc2)C(=O)N1NC(=O)CCc1ccccc1 (stereo not drawn) ?
HTT aggregate: -1.3%; HTT ATP protect: -12.1%; Lamin A splicing: -1.4%[46 µM]; CBFb RUNX1 block: 0.3%; GAA inh: -4.2%; GAA glycogen: -3.0%; aGlu spleen mod: -2.1%

Results for COc1ccccc1NC(=O)CSc1nnc(CSc2nc(C)cc(C)n2)o1 ?
HTT aggregate: -10.3%[9.22 µM]; HTT ATP protect: 0.8%[10 µM]; Lamin A splicing: 3.0%[46 µM]; CBFb RUNX1 block: 3.9%; GAA inh: 14.9%; GAA glycogen: -10.5%; aGlu spleen mod: 8.0%

How did CC(OC(=O)c1ccc(S(=O)(=O)NCc2ccco2)cc1)C(=O)Nc1ncc(Cl)cc1Cl (stereo not drawn) do in these assays?
HTT aggregate: -1.1%; HTT ATP protect: -6.1%[0.074 µM]; Lamin A splicing: 9.0%; CBFb RUNX1 block: 2.7%; GAA inh: 4.0%; GAA glycogen: 10.8%; aGlu spleen mod: -0.3%

How did CSc1nsc(SCC(=O)N2CCCCC2)n1 do in these assays?
HTT aggregate: -2.7%; HTT ATP protect: inconclusive; Lamin A splicing: 20.8%[46 µM]; CBFb RUNX1 block: -0.3%; GAA inh: -2.0%; GAA glycogen: 9.3%; aGlu spleen mod: 4.6%

What do the screens show for `CCn1nc(C)cc1C(=O)N1CCCC(C(=O)c2ccc3ccccc3c2)C1` (stereo not drawn)?
HTT aggregate: inconclusive; HTT ATP protect: 20.6%[10 µM]; CBFb RUNX1 block: 6.3%; GAA glycogen: -4.1%; aGlu spleen mod: 0.5%

How did COc1ccc(OC)c(C2/C(=C(/O)c3ccc(C)cc3)C(=O)C(=O)N2Cc2ccco2)c1 (stereo not drawn) do in these assays?
HTT aggregate: 1.3%; HTT ATP protect: -1.0%[10 µM]; Lamin A splicing: -9.1%; CBFb RUNX1 block: 2.2%; GAA inh: 10.1%; GAA glycogen: -7.5%; aGlu spleen mod: -9.4%

What do the screens show for `N#CC1=C(N)Oc2n[nH]c(-c3cccs3)c2C1c1ccncc1` (stereo not drawn)?
HTT aggregate: -5.9%; HTT ATP protect: 18.3%; Lamin A splicing: 0.3%[9.22 µM]; CBFb RUNX1 block: 2.7%; GAA inh: 7.0%; GAA glycogen: -5.9%; aGlu spleen mod: -4.2%

How did CC(C)NC(=O)CCCn1cc([N+](=O)[O-])cn1 do in these assays?
HTT aggregate: -9.7%; CBFb RUNX1 block: 2.4%; GAA inh: -7.0%; GAA glycogen: 3.3%; aGlu spleen mod: -0.5%

Results for O=[N+]([O-])c1cccnc1Oc1cccnc1 ?
HTT aggregate: 0.0%[9.22 µM]; HTT ATP protect: 8.9%[10 µM]; CBFb RUNX1 block: 1.2%; GAA glycogen: 0.4%; aGlu spleen mod: -2.0%

Results for O=C(Nc1ccccc1)N1N=C(c2cccs2)CC1c1cccs1 (stereo not drawn) ?
HTT aggregate: inconclusive; HTT ATP protect: 15.7%[0.074 µM]; Lamin A splicing: inconclusive; CBFb RUNX1 block: inconclusive; GAA inh: -6.5%; GAA glycogen: 1.0%; aGlu spleen mod: -5.0%

Results for CC(C)(C)NC(=O)c1ccnc(C(C)(C)C)c1 ?
HTT aggregate: -2.8%; HTT ATP protect: 1.8%; Lamin A splicing: -5.6%; CBFb RUNX1 block: 2.5%; GAA inh: -4.1%; GAA glycogen: -3.7%; aGlu spleen mod: 0.1%

How did C=CCNC(=O)C(C#N)c1nc2ccccc2nc1N1CCN(Cc2ccccc2)CC1 (stereo not drawn) do in these assays?
HTT aggregate: -12.3%; HTT ATP protect: -18.6%; Lamin A splicing: -11.5%; CBFb RUNX1 block: -9.2%; GAA inh: -7.1%; GAA glycogen: -11.5%; aGlu spleen mod: 4.7%

Two entries drawn at random from those above, as already listed:
How did CC(C)NC(=O)CCCn1cc([N+](=O)[O-])cn1 do in these assays?
HTT aggregate: -9.7%; CBFb RUNX1 block: 2.4%; GAA inh: -7.0%; GAA glycogen: 3.3%; aGlu spleen mod: -0.5%

What do the screens show for `CCn1nc(C)cc1C(=O)N1CCCC(C(=O)c2ccc3ccccc3c2)C1` (stereo not drawn)?
HTT aggregate: inconclusive; HTT ATP protect: 20.6%[10 µM]; CBFb RUNX1 block: 6.3%; GAA glycogen: -4.1%; aGlu spleen mod: 0.5%
